Screens as filed in PubChem.
AMA1 RON2 block – inhibitors of Plasmodium falciparum AMA1-RON2 interaction; 360,000 tested, 0.2% active; AlphaScreen AMA1-biotinylated RON2 peptide binding; Potency, µM (series often up to 58.2 µM), for inactives: at the highest dose activity change, negative = inhibition, actives largely listed as inhibitors;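 note: potency is the fitted concentration of half-maximal effect; 0% = vehicle wells and -100% = peptide control; nearly all actives have a fitted effect of over 45% in size; some results filed as inactive show a strong effect at the top dose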
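AMA1 (3D7) with his tag at 25 nM final met compounds first, then biotinylated RON2 peptide at 25 nM; detection used donor plus acceptor beads, 10 µg/mL apiece, read by AlphaScreen after 30 min at room temperature.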
HCMV inh – inhibitors of human cytomegalovirus; 410,000 tested, 4.5% active; AID 1259415; activity change, negative = inhibition, % at 57.5 µM; HFF cells, HCMV-luciferase reporter, 72 h; hits give low values; in the data active = activity change below about -60%; inconclusive = no clear call, values can overlap the other calls; inactive = above about -39%
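After 16 h attachment at 37C, HFF cells received test compound and HCMV-luciferase (1 PFU/cell); reporter luminescence read 72 h later, data normalized against buffer-only and known inhibitor Salinomycin.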
FBPA Giardia inh – blocks Giardia fructose-bisphosphate aldolase activity; 290,000 tested, 0.71% active; purified Giardia FBPA; Potency, µM (titrated, usually from 59.6 µM), inactives show at the top dose activity, negative = inhibition, hits mostly inhibitors; AID 2451; A8B2U2; note: potency is the fitted concentration of half-maximal effect; nearly all actives have a fitted effect of over 55% in size
Target sequence (A8B2U2 whole entry, looked up): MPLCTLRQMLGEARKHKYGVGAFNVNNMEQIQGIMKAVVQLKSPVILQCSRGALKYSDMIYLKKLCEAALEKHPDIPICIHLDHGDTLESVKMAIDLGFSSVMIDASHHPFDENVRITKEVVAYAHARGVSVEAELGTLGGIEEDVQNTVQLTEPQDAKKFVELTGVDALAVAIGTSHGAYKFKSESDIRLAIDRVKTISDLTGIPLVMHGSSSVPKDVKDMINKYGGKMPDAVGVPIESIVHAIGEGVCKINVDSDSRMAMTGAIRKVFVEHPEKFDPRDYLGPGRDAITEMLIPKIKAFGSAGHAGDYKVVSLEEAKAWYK
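Giardia FBPA (40 nM reagent) was preincubated 10 min at RT with compound (up to 57.5 uM final), then substrate plus GAPDH/TPI/NAD/arsenate coupling system with diaphorase/resazurin was added; resorufin fluorescence (525/598 nm) was read after 20 min.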
HCV inh – inhibitors of hepatitis C virus infection | Huh7.5.1 HCVcc-Cre infection, luciferase reporter, 44 h | Potency, µM (highest dose often 41.8 µM), for inactives: at the highest dose activity change, negative = inhibition, usual class: inhibitors | 340,000 tested, 3.4% active | AID 651820; note: potency is the fitted concentration of half-maximal effect
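1,000 cells/well; 4 h culture; + compound; + HCVcc-Cre (~0.5 moi); 44 h; luciferase substrate, RT 15 min; read 15 sec.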
Numbers without * were called inactive; [ ] = another dose, or the depositor's remark. Unless noted, calls come from the whole dose curve; as a rule, active = well fitted curve in the direction sought with a large enough effect; inconclusive = small, poorly fitted or top-dose-only effect, or another doubt; inactive = no such curve, though single readings can be large; an effect the other way counts as inactive or inconclusive. Unless noted, % is set by controls: 0 for no effect and ±100 for the full control effect.

O=C1NC(c2ccccc2)(c2ccccc2)C(=O)N1CNc1ccccn1 was read as HCMV inh -10.
`CCN=C1NC(c2ccccc2C(F)(F)F)C(C(=O)OC)=C(C)N1C` (stereo unspecified) gave HCMV inh 60.
COc1ccc(C(=O)N[C@H]2CC[C@@]34CCCN3C(=O)CCC[C@H]4[C@H]2Cc2ccccc2)cc1 was read as HCMV inh -3.
CC(C)(C(=O)Nc1ccccc1)n1cc(NC(=O)c2cc(F)cc(F)c2)cn1 was read as HCMV inh 9.
COC(=O)C1=C(C)N(Cc2ccccc2C(F)(F)F)C(=NCc2ccc(C(F)(F)F)cc2)NC1c1cccc(Cl)c1 (stereo unspecified) was read as HCMV inh -26.
For COc1cc(F)c(C(=O)NC(C)(C)CO)cc1OC the results were HCMV inh -5.
Screening O=c1[nH]c(-c2ccccc2)cn1C1CCN(Cc2ccc(-c3nc4ccc(Br)cc4nc3-c3ccccc3)cc2)CC1 returned HCMV inh -5.
`CCN=C1NC(c2ccc(F)cc2)C(C(=O)OC)=C(C)N1Cc1cccc(C(F)(F)F)c1` (stereo unspecified) gave HCMV inh 13.
Screening C=C1N(S(=O)(=O)C(F)(F)F)CC[C@@]12c1ccccc1N(C)[C@@H]2c1cn(C)c2ccccc12 returned HCMV inh 6.
O=C(NC1CCCCC1)O[C@H]1CC[C@@]23CCCN2C(=O)CCC[C@H]3[C@H]1Cc1ccccc1 was read as HCMV inh -23.
`O=C1CN(S(=O)(=O)c2ccccc2)C[C@H]2[C@H](c3ccc(Br)cc3)[C@H](CO)N12` gave HCMV inh -24.
For OC(CCl)CCl the results were HCMV inh 3.
CC(C)[C@@H](C)/C=C/[C@@H](C)[C@H]1CC[C@@H]2[C@]1(C)CCC1[C@]23C=C[C@]2(C[C@@H](O)CC[C@]12C)N(c1ccc([N+](=O)[O-])cn1)O3 (stereo partly specified) was read as HCMV inh 34.
Screening CCNC(=O)N[C@H]1CC[C@@]23CCCN2C(=O)CCC[C@H]3C1Cc1ccccc1 (stereo partly specified) returned HCMV inh -6.
For Cc1ccsc1CN(C)c1ncnc2ccc(-c3ccoc3)cc12 the results were HCMV inh -17.
CCN(CC)C(=O)c1ncn2c1C(=O)NC[C@H]2C was read as HCMV inh -29.
CCC[C@H]1[C@@H](NC(=O)Nc2ccc(C(C)C)cc2)CC[C@@]23CCCN2C(=O)CCC[C@@H]13 was read as HCMV inh 10.
`CC(C)[C@H](NC(=O)c1ccc(Cl)cc1Cl)C(=O)N1CCC[C@H]1C(=O)NCCc1ccccc1Cl` gave HCMV inh -7.
O=C1CCC[C@H]2[C@@H](Cc3ccccc3)[C@@H](NS(=O)(=O)c3ccc(Cl)cc3)CC[C@]23CCCN13 was read as HCMV inh -92*.
`Cc1cc2c(cc1C)NC(c1cccc(Br)c1)=C(N(Cc1ccccc1)C(=O)C(=O)c1ccccc1)C(=O)N2` gave HCMV inh -6.

A portion from the list above, as a working copy:
For Cc1ccsc1CN(C)c1ncnc2ccc(-c3ccoc3)cc12 the results were HCMV inh -17.
CCN(CC)C(=O)c1ncn2c1C(=O)NC[C@H]2C was read as HCMV inh -29.
CCC[C@H]1[C@@H](NC(=O)Nc2ccc(C(C)C)cc2)CC[C@@]23CCCN2C(=O)CCC[C@@H]13 was read as HCMV inh 10.
`CC(C)[C@H](NC(=O)c1ccc(Cl)cc1Cl)C(=O)N1CCC[C@H]1C(=O)NCCc1ccccc1Cl` gave HCMV inh -7.
O=C1CCC[C@H]2[C@@H](Cc3ccccc3)[C@@H](NS(=O)(=O)c3ccc(Cl)cc3)CC[C@]23CCCN13 was read as HCMV inh -92*.
`Cc1cc2c(cc1C)NC(c1cccc(Br)c1)=C(N(Cc1ccccc1)C(=O)C(=O)c1ccccc1)C(=O)N2` gave HCMV inh -6.

The results go on:
For CC1(C(=O)NS(=O)(=O)c2cccs2)CCN1C(=O)CC(c1ccccc1)c1ccccc1 (stereo unspecified) the results were HCMV inh 7.
`S=C(NCCCc1cnc[nH]1)NCCCN(Cc1ccc(Cl)c(Cl)c1)c1ccc(Br)cn1` gave HCMV inh 5 and FBPA Giardia inh 10%.
CCOc1nc2cccc(C(=O)OC(C)OC(=O)OC3CCCCC3)c2n1Cc1ccc(-c2ccccc2-c2nn[nH]n2)cc1 (stereo unspecified) was read as HCMV inh -86* and FBPA Giardia inh 4%.
Screening COP(=O)(OC)OC(c1ccc(Cl)cc1)P(=O)(OC)OC (stereo unspecified) returned HCMV inh -10 and FBPA Giardia inh 2%.
Screening CC(=O)Nc1ccc(S(=O)(=O)Nc2ccc([N+](=O)[O-])cc2)cc1 returned HCMV inh -5 and FBPA Giardia inh 28%.
O=c1c(O)c(-c2ccccc2)oc2cc(O)ccc12 was read as HCMV inh -19 and FBPA Giardia inh 1%.
`CCCCC(CC)COC(=O)CC(C(=O)OCC(CC)CCCC)S(=O)(=O)O` (stereo unspecified) gave HCMV inh 13 and FBPA Giardia inh 19%.
For O=C(O)Cc1ccc(CCNS(=O)(=O)c2ccc(Cl)cc2)cc1 the results were HCMV inh 2 and FBPA Giardia inh 9%.
`CNC[C@@H]1Oc2ccc(NC(=O)Nc3c(C)noc3C)cc2CC(=O)N([C@H](C)CO)C[C@H]1C` gave AMA1 RON2 block -4% and HCV inh 1%.
Screening O=C(NCCc1ccccc1Cl)c1cc(COc2ccc(F)cc2F)on1 returned AMA1 RON2 block 24% and HCV inh 11µM*.
`CC1Oc2cc3oc4c(O)c5c(cc4c(=O)c3c(O)c2C1(C)C)C=CC(C)(C)O5` (stereo unspecified) gave AMA1 RON2 block -15% and HCV inh 5µM*.
For c1ccc(SSc2ccccn2)nc1 the results were AMA1 RON2 block 33%[activator] and HCV inh 3%.
COc1ccc(CNc2nc(NCc3ccc(OC)cc3)c3ncn(C4CCCC4)c3n2)cc1 was read as AMA1 RON2 block -12% and HCV inh inconclusive.
For c1ccc([C@@H]2CO2)cc1 the results were AMA1 RON2 block 0% and HCV inh 21%.
Screening CCSc1ccc([C@@H]2[C@H]3C(=O)N(CC)C(=O)[C@H]3[C@]3(C(=O)OC)CCCCN23)cc1OC returned AMA1 RON2 block -18% and HCV inh -1%.
CC(Oc1cccc(Br)c1)C(=O)NNC(=O)c1ccccn1 (stereo unspecified) was read as AMA1 RON2 block 88%[activator] and HCV inh 5µM*.
`COC(=O)c1c(C)cc(O)c(C=O)c1O` gave AMA1 RON2 block 34%[activator] and HCV inh -18%.
COC(=O)c1ccc(/C=C/C(=O)OCC(=O)Nc2sccc2C(N)=O)cc1 was read as AMA1 RON2 block 8% and HCV inh inconclusive.
`COc1ccc(C2/C=C\CC(NS(=O)(=O)c3ccc(C)cc3)CC(=O)N2Cc2ccccc2F)cc1` (stereo unspecified) gave AMA1 RON2 block -4% and HCV inh inconclusive.
For C[C@@H]1CCC2[C@@H](C)C(=O)O[C@@H]3OC4(C)CCC1[C@@]23OO4 (stereo partly specified) the results were AMA1 RON2 block 2% and HCV inh 7%.

Pulled by compound from the list above (2):
`COC(=O)c1c(C)cc(O)c(C=O)c1O` gave AMA1 RON2 block 34%[activator] and HCV inh -18%.
`CC1Oc2cc3oc4c(O)c5c(cc4c(=O)c3c(O)c2C1(C)C)C=CC(C)(C)O5` (stereo unspecified) gave AMA1 RON2 block -15% and HCV inh 5µM*.

The results go on:
`CCCCCn1c(N2CCC(Cc3ccccc3)CC2)nc2c1c(=O)[nH]c(=O)n2C` gave AMA1 RON2 block -29% and HCV inh -5%.
`O=C(CC1(O)CCCCC1)OC1CCCC1` gave AMA1 RON2 block 1% and HCV inh 16%.
CCOC(=O)C1=C(C2=CCCCC2)c2ccc(OC)cc2N(S(=O)(=O)C(F)(F)F)C1C(=O)OCC (stereo unspecified) was read as AMA1 RON2 block 6% and HCV inh inconclusive.
For CC(C)(C)OC(=O)n1cccc1/C=C1\c2ccccc2C(=O)N1c1ccccc1 the results were AMA1 RON2 block 7% and HCV inh 7%.
For C[C@H](CO)N1C[C@H](C)[C@@H](CN(C)Cc2ccc(-c3ccccc3)cc2)Oc2c(NC(=O)Cc3ccccc3)cccc2C1=O the results were AMA1 RON2 block -6% and HCV inh inconclusive.
`CCCCNC(=O)C(C)N(CCN(C)C)C(=O)CCCN1C(=O)NC(c2ccc([N+](=O)[O-])cc2)C(C(=O)OCc2ccccc2)=C1C` (stereo unspecified) gave AMA1 RON2 block -7% and HCV inh 22µM*.
Screening CCCn1c(=NC(=O)c2ccncc2)c(C#N)cc2c(=O)n3cccc(C)c3nc21 returned AMA1 RON2 block -3% and HCV inh 5%.
CCN1C(N(C)CCc2c[nH]c3ccccc23)=N[C@@H](c2cccc(C(F)(F)F)c2)C(C(=O)OC)=C1C was read as AMA1 RON2 block -13% and HCV inh 25µM*.
Screening CCCCNc1c(-c2ccc(SC(C)CC)cc2)nc2cnccn12 (stereo unspecified) returned AMA1 RON2 block 28% and HCV inh inconclusive.
Screening COC(=O)[C@@]1(Cc2ccccc2)[C@H]2C(=O)N(Cc3ccccc3)C(=O)[C@H]2[C@H]2CN=C(SCc3ccc(C)cc3)N21 returned AMA1 RON2 block -10% and HCV inh -14%[8.37 µM].
For CC(C)(C)NC(=O)C[C@H]1C[C@H](C(=O)N2CCOCC2)[C@@]2(C)c3[nH]c4cc(-c5ccco5)ccc4c3CCN2C1=O the results were AMA1 RON2 block -8% and HCV inh 16%.
For CCN1C[C@@]2(COC)C3[C@@H](OC)[C@H]4[C@@H]1[C@@]3(C1C[C@H]3[C@H](OC(C)=O)C1[C@]4(OC(C)=O)C[C@H]3OC)[C@@H](OC)C[C@H]2OC(C)=O (stereo partly specified) the results were AMA1 RON2 block 13% and HCV inh 12%.
For CC(C)=C[C@@H]1C[C@H](C)[C@H]2CC[C@H](C)c3c(O[C@@H]4O[C@@H](C)[C@@H](O)[C@@H](O)[C@@H]4O)c(O)c(C)c1c32 the results were AMA1 RON2 block -10% and HCV inh inconclusive.
Screening CC(=O)Nc1cccc(-c2cnc(N)c(C(=O)c3cccnc3)n2)c1 returned AMA1 RON2 block 0% and HCV inh 11µM*.
Screening C[C@@]12C(=O)Nc3ccc(Br)cc3C(=O)N1[C@H]1c3ccccc3OC[C@@H]1[C@@H]2c1ccccc1 returned AMA1 RON2 block -8% and HCV inh inconclusive.
Screening COc1ccc(C[C@@H]2OC3(C=CC(=O)C=C3)O[C@H]2Cc2ccc(OC)cc2)cc1 returned AMA1 RON2 block 18% and HCV inh 4µM*.
Screening CS(=O)(=O)N(Cc1nc2sc3c(c2c(=O)[nH]1)CCCC3)C1CCCCC1 returned AMA1 RON2 block 6% and HCV inh inconclusive.
For C#CC(C)(O)C1CC(CC(=O)O)C1(C)C (stereo unspecified) the results were AMA1 RON2 block -5% and HCV inh 8%.
`CC1(C)C2CC[C@]3(C)C(CC=C4[C@@H]5C[C@](C)(CO)CC[C@]5(C(=O)O)CC[C@]43C)[C@@]2(C)CC[C@@H]1O` (stereo partly specified) gave AMA1 RON2 block 8% and HCV inh 31%[activator].
For CCN1C(=O)[C@H]2[C@@H](c3ccc(-c4ccc(C(C)=O)cc4)cc3)N[C@@](C)(C(=O)OC)[C@H]2C1=O the results were AMA1 RON2 block 3% and HCV inh 4%.
CC(C)C[C@@H]1CN=C(N)N1C[C@@H]1CCCN1C[C@H](C)N1C[C@@H](Cc2ccccc2)N(CCc2ccc(Cl)c(Cl)c2)C1=N was read as AMA1 RON2 block -1% and HCV inh 29%.
Screening CCOc1ccc2nc3cc(N=Nc4ccc(N)nc4N)ccc3c(N)c2c1 returned AMA1 RON2 block inconclusive and HCV inh 11µM*.
O=C(Nc1cc(S(=O)(=O)N2CCOCC2)ccc1Cl)c1cc([N+](=O)[O-])ccc1Cl was read as AMA1 RON2 block -13% and HCV inh -20%.
For O=C(COC(=O)C1=Cc2ccccc2OC1)NCc1ccc(F)cc1 the results were AMA1 RON2 block 22% and HCV inh 12%.
`C[C@@H]1COC(=O)[C@H](NC(=O)OCC2c3ccccc3-c3ccccc32)C/C=C\C[C@@H](CC(=O)N(CCO)Cc2ccccc2)C(=O)N1` gave AMA1 RON2 block 2% and HCV inh -22%.
For Cc1ccc([C@H]2C(C(=O)O)=CC[C@@H](c3ccc(Cl)cc3)N2S(=O)(=O)c2ccccc2C)cc1 the results were AMA1 RON2 block 0% and HCV inh 31%[activator].

An excerpt, so the mix of outcomes need not match the whole.
